From PubChem BioAssay
NCI-60 one-dose screen, 48 h, at 10 µM unless noted. Numbers give growth in % (100 = growth as untreated, 0 = no growth, -100 = all killed).
T-47D = T-47D breast cancer; hit rate 5% among 79,000; AID 1794792
MCF7 = MCF7 breast cancer | hit rate 6.3% among 82,000
MOLT-4 = MOLT-4 leukemia cells; hit rate 6.9% among 80,000; AID 1794779
MDA-MB-468 = MDA-MB-468 breast cancer | hit rate 8.5% among 78,000
MDA-MB-231 = MDA-MB-231 breast cancer; AID 1794789; hit rate 5% among 81,000
SR = SR leukemia cells. hit rate 8.7% among 73,000. AID 1794780
K-562 = K-562 leukemia. hit rate 7.4% among 78,000
BT-549 = BT-549 breast cancer; AID 1794793; hit rate 4.4% among 78,000
* = called active by the depositor; . = no result given; & = joins results of further samples. How the source made its calls: active means growth percent below 10; inactive means the rest. Rows are unselected, and some 13% of all compounds hit somewhere here.

SMILES	T-47D	MCF7	MOLT-4	MDA-MB-468	MDA-MB-231	SR	K-562	BT-549
CCN1C(=O)N(CC)C2Nn3c(s/c(=C\c4c[nH]c5ccccc45)c3=O)=NC21 (stereo not drawn)	.	91	102	111	67	110	104	94
Cn1c(=O)c2[nH]c(SSc3nc4c([nH]3)c(=O)n(C)c(=O)n4C)nc2n(C)c1=O	89	95	100	98	102	103	98	.
Cc1sc2nc3ncc(-c4ccc(Cl)cc4)nn3c(=O)c2c1C	91	104	94	130	106	93	108	103
CCOc1ccc([N+](=O)[O-])cc1	103	97	100	93	104	103	93	113
CNc1nc(NC)c2cn[nH]c2n1	101	97	101	95	108	97	104	103
O=C(NO)c1ccc(NC(=S)NC(=O)c2ccc(OCc3ccccc3)cc2)cc1	87	86	78	61	87	66	80	102
COc1cc(C(=O)NNC(=O)c2ccccc2C(=O)O)cc(OC)c1OC	40	30	-5.8*	49	45	-11*	43	58
CCCCCN1C=C/C(=C\C(=O)N(C)c2ccccc2OC(F)(F)F)c2ccccc21	78	90	96	68	112	82	80	106
O=S(=O)(c1ccccc1)n1cc2c(c1-c1ccccc1)CCc1sc(Nc3ccccc3)nc1-2	64	73	76	73	79	79	64	103
Cc1ccccc1NC(=O)c1ccccc1Cl	92	103	109	87	120	98	96	97
COc1cc(NC(=O)CSc2nc3ccccc3c(=O)n2CCc2ccccn2)cc(OC)c1OC	86	97	86	102	95	86	100	96
CCOC(=O)C(CCN(C)C)c1ccccc1 (stereo not drawn)	103	93	116	101	99	98	107	97
Cc1c(C(=O)NC(Cc2ccccc2)C(O)C(=O)NCc2ccccn2)[nH]c2ccccc2c1=O (stereo not drawn)	104	97	101	95	106	.	96	106
Cc1nc2ccccc2c(=O)o1	109	84	92	105	112	99	99	.
COc1cc(F)c(-c2nc3c(C)cccc3n2Cc2c(F)cccc2F)c(F)c1	71	79	61	65	89	88	76	98

The last 7 entries of the part above come first, to join the parts.
SMILES	T-47D	MCF7	MOLT-4	MDA-MB-468	MDA-MB-231	SR	K-562	BT-549
O=S(=O)(c1ccccc1)n1cc2c(c1-c1ccccc1)CCc1sc(Nc3ccccc3)nc1-2	64	73	76	73	79	79	64	103
Cc1ccccc1NC(=O)c1ccccc1Cl	92	103	109	87	120	98	96	97
COc1cc(NC(=O)CSc2nc3ccccc3c(=O)n2CCc2ccccn2)cc(OC)c1OC	86	97	86	102	95	86	100	96
CCOC(=O)C(CCN(C)C)c1ccccc1 (stereo not drawn)	103	93	116	101	99	98	107	97
Cc1c(C(=O)NC(Cc2ccccc2)C(O)C(=O)NCc2ccccn2)[nH]c2ccccc2c1=O (stereo not drawn)	104	97	101	95	106	.	96	106
Cc1nc2ccccc2c(=O)o1	109	84	92	105	112	99	99	.
COc1cc(F)c(-c2nc3c(C)cccc3n2Cc2c(F)cccc2F)c(F)c1	71	79	61	65	89	88	76	98
C[N+](C)(C)CCOP(=O)([O-])OP(=O)(O)OC[C@H]1OC(n2ccc(N)nc2=O)[C@H](O)[C@@H]1O (stereo partly drawn)	91	103	102	115	99	112	106	84
COc1ccc(-c2nc3sc4cc(OC)ccc4n3c2-c2nc3cc(Cl)c(Cl)cc3[nH]2)cc1	68	69	74	86	77	85	115	93
CCOC(=O)C1OC(Oc2ccc3c(C)cc(=O)oc3c2)[C@@H](OC(C)=O)C(OC(C)=O)C1OC(C)=O (stereo partly drawn)	.	93	99	96	98	89	95	99
COc1ccc(-c2cc(-c3ccc(OC)cc3)n3nc(NC(C)=O)nc3n2)cc1	100	92	113	108	93	89	110	107
COC(=O)c1ccc(CNC(=O)c2ccccc2C(=O)NCC2(CBr)OCCO2)cc1	91	99	100	109	109	92	91	105
NNc1nc2c(cnn2-c2ccccc2)c(=O)n1N	107&90	96&97	103&111	106&115	112&107	95&110	91&106	116&108
O=c1[nH]cc(NCc2ccccc2)c(=O)[nH]1	103	104	.	.	108	104	.	103
O=c1nc2oc3c(Cl)cc(Cl)cc3cc-2s1	83	95	101	86	103	107	108	88
COc1ccc(CCNc2nc(SC)nc(-c3cccc([N+](=O)[O-])c3)c2C#N)cc1OC	79	87	95	85	83	.	92	42
CCOC(=O)/C(=C/CC/C(C)=C/CC/C(C)=C/CCc1ccoc1)CC(=O)N1CCCCC1	28	32	0.6*	0.2*	-22*	20	18	88
Cc1ccc2[nH]c3nc(=O)[nH]nc3c2c1	81	98	100	.	110	111	104	99
Clc1ccccc1Nc1nc(Nc2cnc3ccccc3c2)c2[nH]cnc2n1	58	60	92	80	76	63	78	66
CN(C)c1ccc(/C=N/n2c(-c3cc(F)c(Cl)cc3Cl)n[nH]c2=S)cc1	87	101	96	.	103	103	93	98
CCCCC(C#N)C(N)=O (stereo not drawn)	100	98	90	119	104	94	.	114
O=c1c2ccccc2nc(CN2CCCC2)n1/N=C/c1ccc(Cl)cc1	104	97	101	100	102	.	105	109
Cc1cc2nc(-c3ccccn3)c(-c3ccccn3)nc2cc1C	103	103	100	123	106	95	93	113
Cc1ccc(C2=NN(C=O)C(c3sc(N4CCOCC4)nc3Cl)C2)cc1 (stereo not drawn)	86	101	83	106	107	90	89	124
CN(C)c1ccc(/C=C2\S/C(=N/c3nnc(-c4ccc(O)cc4)s3)NC2=O)cc1	44	31	32	54	72	52	36	67
C=CCOC(=O)C1=C(C)NC2=C(C(=O)CC(C)(C)C2)C1c1ccc(O)cc1 (stereo not drawn)	89	96	91	93	94	95	96	99
Cc1c(NC(=O)CCl)c(=O)n(-c2ccccc2)n1C	104	94	84	113	119	71	94	116
C[N+](C)(Cc1ccccc1)Cc1ccccc1	114	97	86	109	121	93	82	99
CCCCCC(O)(CCCC)CCCC	103	104	95	100	102	91	99	106
CS(=O)CCCCCN=C=S (stereo not drawn)	-26*	0.9*	-13*	-11*	9.2*	-14*	-0.3*	2.1*
CC(C)Oc1ccc(/C=C2/NC(=O)NC2=O)cc1	95	92	98	108	110	93	.	95
C#CCOc1cc(N(CC)CC)ccc1C(C(=O)NC(C)(C)C)N(C(=O)C1CCc2cc(F)ccc2O1)c1ccccc1Br (stereo not drawn)	56	29	14	38	63	48	31	64
CCOC(=O)c1cn2ncnc(Oc3ccc(NC(=O)Nc4ccc(F)c(Cl)c4)c(F)c3)c2c1C	96	94	119	.	90	105	101	122
CC(=O)N1N=C(c2ccc(Br)cc2)CC1c1cccc(Nc2ccnc3cc(C(F)(F)F)ccc23)c1 (stereo not drawn)	60	68	56	85	92	43	62	87
CSc1ncnc2c1ncn2C1CCCO1 (stereo not drawn)	107	104	106	.	110	113	91	102
COc1ccc(C2CC(c3c(C)oc4c(OC)c5occc5c(OC)c4c3=O)=NN2c2ccccc2)cc1OC (stereo not drawn)	29	63	62	83	39	55	35	84
Cc1[nH]c2ccccc2c1CCNC(=O)C1CCN(C(=O)c2ccc3ccccc3c2)CC1	87	87	69	86	100	67	75	120
CCC1=C2C(=O)c3ccccc3C2=C(C)S(=O)(=O)O1	104	88	73	133	100	.	80	108
CC(C)(C)NC(=S)Nc1ncccc1OCc1ccccc1Cl	71	88	80	92	102	.	89	92
COC(=O)CCC(C)C1CCC2C3CCC4CC5CCC4C3(CO5)C(=O)C(Br)C12C (stereo not drawn)	82	97	84	97	95	70	96	96
COc1ccc(C2=Nc3c(C)nn(-c4ccccc4)c3NC(c3ccc(Oc4nc5c(c(=O)n(C)c(=O)n5C)n4C)c(OC)c3)C2)cc1 (stereo not drawn)	99	92	70	102	104	59	82	91
CSC1=NCCN1	91	86	.	104	128	.	.	130
COc1ccc(CN2C(=O)/C(=C/c3nc(CO)cs3)SC2=S)cc1	53	12	77	32	80	34	53	100
NC1CCC(Nc2nc(NCc3ccc(-c4ccco4)nc3)c3ncn(C4CCCC4)c3n2)CC1 (stereo not drawn)	-11*	1.1*	-12*	-54*	3.8*	-3.2*	2.5*	-26*
Cc1ccc(-c2nc3sccn3c2/C=C/C(=O)c2ccccc2C(F)(F)F)cc1	51	77	69	66	91	.	67	91
CCSC(SCC)SCC	113	95	111	102	115	114	110	107
Cc1cccc2c1S/C(=C/c1ccc(Cl)cc1)C2=O	78	26	91	92	93	81	84	116
CC1(C)Cc2cc(O)ccc2O1	114	114	115	114	103	116	106	106
C/C(=C(/C)C1CC1CCN(S(=O)(=O)c1ccc(C)cc1)S(=O)(=O)c1ccc(C)cc1)c1ccccc1 (stereo not drawn)	71	78	76	54	86	104	62	109
COc1ccc(C2CC(c3cccc(OCCCCOc4cccc(C5=NOC(c6ccc(OC)cc6)C5)c4)c3)=NO2)cc1 (stereo not drawn)	74	15	92	112	100	30	45	113
Nc1ccc2ccccc2c1N=Nc1ccccc1	54	78	78	84	65	84	100	96
Nc1nc(-c2ccccc2)c(CCCOc2ccc(NC(=O)CBr)cc2)c(=O)[nH]1	.	79	96	104	87	117	94	100
CN(Cc1ccc(C(F)(F)F)cc1)CC(O)C(=O)Nc1ccc(Cl)cc1 (stereo not drawn)	18	-23*	-21*	-30*	26	-31*	-36*	56
Oc1ccc(Cl)cc1-c1cc(-c2ccccc2Cl)[nH]n1	11	9.6*	29	3.9*	22	42	38	76
O=C(/C=C\c1cc(Br)ccc1O)/C=C/c1cc(Br)ccc1O	6.7*	6.2*	0.2*	-65*	0.4*	1.2*	5.6*	-12*
O=C(COc1ccc(/C=C2\C(=O)Nc3cc(Cl)ccc32)cc1)Nc1ccc(Cl)cc1	68	47	50	87	83	55	33	70
Nc1ncc(/C=C/CNC(=O)c2cc3ccccc3[nH]2)[nH]1	100	95	94	113	100	83	90	118
CCOC(=O)c1cc(-c2ccc(Cl)cc2)nc2c(Cl)cc(Cl)cc12	86	94	99	111	118	100	87	109
N#C/C(=C\c1cccnc1Cl)C(N)=O	95	102	104	104	110	92	99	115
C=CCN=C1NC(CC(=O)OCC)CS1 (stereo not drawn)	103	93	95	98	106	90	95	103
CN1CCN(c2ccc(Nc3nc(NCCNC(=O)c4c(F)cccc4F)c4sccc4n3)cc2)CC1	16	50	.	66	76	.	.	101
C=CC(=O)N1CCN(c2cccc(Oc3nccc(Nc4nnc(-c5ccccc5OC)s4)n3)c2)CC1	56	54	63	70	72	91	73	86
OC1C=CC2C3C=CC(C3)C12 (stereo not drawn)	89	97	103	101	117	99	104	92
CC1([C@H]2CC[C@H]3[C@@H]4CC[C@@H]5CC6(CC[C@]5(C)[C@H]4C(=O)C[C@]23C)OCCO6)OCCO1	92	97	98	94	111	101	.	115
C[N+](C)(C)CCNC(=O)c1ccccc1OCc1ccccc1	95	95	100	95	98	104	92	103
CCCOC(=O)c1cccc(C)c1	110	89	102	98	113	95	108	105
CN1C(=O)N(C)C2NC(N/N=C/c3ccccc3O)=NC21 (stereo not drawn)	.	101	105	116	98	107	107	98
Remaining list, next part
SMILES	T-47D	MCF7	MOLT-4	MDA-MB-468	MDA-MB-231	SR	K-562	BT-549
COc1ccc2c(CCNC(=O)c3nnn(-c4ccc(F)cc4)c3C)c[nH]c2c1	87	96	96	114	92	100	.	98
CCNC(=O)N1CCc2cc(OC)c(OCCc3ccc(OC)c(N)c3)cc2C1c1cc(C)c(C)cc1C (stereo not drawn)	53	23	32	42	53	15	21	26
CCCCCCCCCCCCCCCCCCCC(=O)N[C@H]1CCC2(C)C(C1)C[C@@H](O)C1C2C[C@H](O)C2(C)C1CC[C@@H]2[C@H](C)CCC(=O)O (stereo partly drawn)	98	101	85	105	123	111	81	116
C1CNC(SCCOCCOCCSC2=NCCN2)=N1	98	91	103	116	92	116	95	111
COc1cc2oc(-c3cccc(NC(=O)c4ccc(F)cc4)c3)cc(=O)c2c(OC)c1OC	49	77	44	81	48	35	32	55
O=C(c1nc2ccccc2[nH]1)C1C(c2cccs2)C2CSCN2[C@@]12C(=O)Nc1ccccc12 (stereo partly drawn)	91	95	96	100	95	101	100	94
CC(=O)C1=C(C)NC(NN)=NC1c1ccc(Cl)cc1 (stereo not drawn)	111	93	94	115	100	83	93	114
O=C1C=C(c2ccccc2)C(c2ccccc2)C1 (stereo not drawn)	116	105	104	114	93	.	118	84
CC1(C)CC(=O)C2=C(C1)Nn1c(nc(-c3ccccc3)cc1=O)N=C2c1ccc(Cl)cc1	85	94	106	98	103	109	106	98
Cc1ccnc2ccccc12	110	97	175	.	112	120	163	99
Cc1ccc(-n2cc(-c3ccccc3)c3c(SCc4n[nH]c(=S)o4)ncnc32)cc1	84	94	99	106	82	104	93	102
C=CC1(C)C(=O)C2C3C4OC(=O)NC41c1cccc4c1C2(C(=O)N4C)C3(C)C (stereo not drawn)	106	96	102	101	98	106	109	112

Whole records from above. Order of screens: T-47D | MCF7 | MOLT-4 | MDA-MB-468 | MDA-MB-231 | SR | K-562 | BT-549
`O=C(c1nc2ccccc2[nH]1)C1C(c2cccs2)C2CSCN2[C@@]12C(=O)Nc1ccccc12` (stereo partly drawn) is listed with 91 | 95 | 96 | 100 | 95 | 101 | 100 | 94
`CCNC(=O)N1CCc2cc(OC)c(OCCc3ccc(OC)c(N)c3)cc2C1c1cc(C)c(C)cc1C` (stereo not drawn) is listed with 53 | 23 | 32 | 42 | 53 | 15 | 21 | 26
`C=CC1(C)C(=O)C2C3C4OC(=O)NC41c1cccc4c1C2(C(=O)N4C)C3(C)C` (stereo not drawn) is listed with 106 | 96 | 102 | 101 | 98 | 106 | 109 | 112
